HepG2 tox – HepG2 cytotoxicity, counter-screen for TGF-b inhibitors | Potency, µM (titrated, usually from 46.1 µM), inactives show at the top dose activity change, negative = cytotoxicity, most hits filed as cytotoxic | HepG2 CAGA-GFP viability, ATP luminescence, 18 h | AID 588856 | 0.76% of 410,000 active; note: potency is the fitted concentration of half-maximal effect; some results filed as inactive show a strong effect at the top dose
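CellTiter-Glo luminescence gave cytotoxicity after 18 hours at 37 degrees C. The cells were HepG2 CAGA-GFP in 1% FBS DMEM, stimulated with 500 pg/mL TGF-beta after compound addition. %Activity was normalised to no-cell wells (complete cell-killing) and DMSO (no toxicity), and curves were fitted and classified.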
TGFb SMAD3 inh – inhibitors of TGF-b signaling. HepG2 CAGA-GFP TGF-b/SMAD3 reporter, GFP fluorescence, 18 h; TGF-beta stimulated, 500 pg/mL final. Potency, µM (highest dose often 46.1 µM), for inactives: at the highest dose activity, negative = inhibition, hits mostly inhibitors. 1.2% of 410,000 active. AID 588855; note: potency is the fitted concentration of half-maximal effect; % is set by controls: 0 for no effect and ±100 for the full control effect; nearly all actives have a fitted effect of over 65% in size
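GFP signal (ex488/em500-530) from TGF-beta-stimulated HEPG2 CAGA-GFP cells, 500 pg/mL final, 18 h at 37 degrees C in DMEM plus 1% FBS, normalized to unstimulated and DMSO-stimulated controls.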
ATXN2 expr inh – reduces ATXN2 reporter expression in HEK-293 cells. HEK-293 ATXN2-luciferase reporter, luminescence, 24 h. Potency, µM (titrated, usually from 57 µM), inactives show top-dose activity change, negative = inhibition, actives largely listed as inhibitors. 0.72% of 360,000 active; note: potency is the fitted concentration of half-maximal effect; % is set by controls: 0 for no effect and ±100 for the full control effect; nearly all actives have a fitted effect of over 55% in size
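ATXN2-luciferase reporter cells (luciferase flanked by upstream and downstream ATXN2 gene portions) were treated 24 h at 37 °C with compounds at up to 57 uM. SteadyGlo luminescence gave expression; GF-AFC fluorescence gave viability.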
IL-2 act – IL-2 activation. IL-2 activation reporter assay, cell-based qHTS; stimulated with anti-CD3/CD4/CD28 beads; in transgenic mouse T cells. activation, % (series mostly up to about 46 µM). 0.065% of 360,000 active. AID 652025; in the data active = activation above about 50%; inconclusive = mostly about 30% to 49%; note: 0% is about no effect
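EGFP and DsRed fluorescence is measured by plate cytometry in unstimulated transgenic mouse T cells exposed to compound for 60 minutes, then stimulated 18 hours at 37 degrees C with anti-CD3/anti-CD4 beads plus anti-CD28.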
Nrf2 activator – activates Nrf2 signaling; 0.31% of 410,000 active; AREc32 ARE-luciferase reporter (MCF7-derived line), luminescence, 24 h; Potency, µM (top dose mostly 46.1 µM), for the others: top-dose activation, most hits filed as activators; note: potency is the fitted concentration of half-maximal effect; % of control where 0% means no effect; nearly all actives have a fitted effect of over 65% in size
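ARE-driven firefly luciferase activity in AREc32 cells measured after a 24 hr compound exposure at 37 deg C, using Steady-Glo reagent and a 30 min room-temperature hold.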
A549 tox – A549 cytotoxicity, counter-screen for Nrf2 inhibitors. AID 504648. A549 ARE-Fluc cells, CellTiter-Fluor viability, 18-24 h. 0.16% of 390,000 active. Potency, µM (doses to about 46 µM), inactives show top-dose activity change, negative = cytotoxicity, hits mostly inhibitors; note: potency is the fitted concentration of half-maximal effect; % is set by controls: 0 for no effect and ±100 for the full control effect
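A549 ARE_Fluc cells in 5% FBS OPTI-MEM were exposed to compounds in concentration-response for 18-24 h at 37 deg C. Viability was read by CellTiter-Fluor fluorescence (Ex 405/Em 525) after 30 min, before the luciferase read.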
S2 tox – viability counter-screen for ATXN expression inhibitors; S2 cells (HEK-293 line with an ATXN2-luciferase reporter) viability, CellTiter-Fluor protease fluorescence, 24 h; Potency, µM (titrated, usually from 56.7 µM), most hits filed as cytotoxic; 0.49% of 400,000 active; note: potency is the fitted concentration of half-maximal effect; nearly all actives have a fitted effect of over 40% in size
EPAC2 ag – activates human EPAC2 exchange factor; EPAC2 activation, biochemical qHTS; response scale: 100% = 6.5 mM cAMP response; Potency, µM (series often up to 154 µM), for the others: at the highest dose activation, hits mostly activators; 0.079% of 360,000 active; note: potency is the fitted concentration of half-maximal effect; nearly all actives have a fitted effect of over 50% in size
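Setup: EPAC2 100 nM, labeled Rap1B complex 250 nM, free GDP 50 uM. Compound titrations pinned in, brief spin, 5 min room temperature incubation. Kinetic fluorescence read over 30 min, normalized to 6.5 mM cAMP.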
Nrf2 inh – inhibitors of Nrf2 signaling; A549 ARE-Fluc reporter, luciferase luminescence, 18-24 h; Potency, µM (top dose mostly 46 µM), for inactives: at the highest dose activity change, negative = inhibition, usual class: inhibitors; 2.1% of 360,000 active; AID 504444; note: potency is the fitted concentration of half-maximal effect; % is set by controls: 0 for no effect and ±100 for the full control effect; nearly all actives have a fitted effect of over 60% in size
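Quantitative HTS in A549 cells stably bearing an antioxidant response element-firefly luciferase construct. Inhibition of Nrf2-driven transcription was scored by luminescence after 18-24 h of compound exposure at 37 °C.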
* marks the source's active call; other numbers are inactive results; i = inactive; ? = inconclusive; . = not tested or not shown; & = joins results of further samples; [ ] = dose if it differs, or a comment. Unless noted, calls come from the whole dose curve; as a rule, active = well fitted curve in the direction sought with a large enough effect; inconclusive = small, poorly fitted or top-dose-only effect, or another doubt; inactive = no such curve, though single readings can be large; an effect the other way counts as inactive or inconclusive.

SMILES | HepG2 tox | TGFb SMAD3 inh | ATXN2 expr inh | IL-2 act | Nrf2 activator | A549 tox | S2 tox | EPAC2 ag | Nrf2 inh
Cc1cnc(NC(=O)COc2ccccc2)s1 | -18% | -7% | 16% | 0.2 | 2.6% | 1% | i | 13% | ?
C[C@@H]1CN([C@@H](C)CO)S(=O)(=O)c2ccc(-c3cccc(C#N)c3)cc2O[C@@H]1CN(C)C(=O)c1ccc(F)cc1 | -30% | -12% | ? | -3.4 | 0.6% | . | ? | -12% | .
COc1ccccc1CNc1nc(C)c(C(=O)N(C)C)s1 | 3% | -1% | 18% | 0.1 | 0.2% | -4% | i | 6% | 24%
CCCC(C)C(=O)OCC(=O)NCc1ccc(OC)c(OC)c1 (stereo not drawn) | 0% | ? | 18% | -2.4 | -0.1% | -3% | i | -9% | 17%
O=C(C[n+]1cc(-c2ccc(F)cc2)n2c1CCC2)c1cccs1 | -31% | 0% | 37%[activator] | -1.5 | 0.0% | -6% | i | 7% | ?
Cn1c(NC(=O)c2cccs2)cc(=O)n(C)c1=O | -4% | ? | 3% | -0.1 | 9.8% | -4% | i | -1% | 10%
COc1cc(C(=O)NC2=NCCS2)cc(OC)c1OC | 3% | 13% | 0% | -0.3 | 2.2% | 7% | i | 7% | 9%
Cc1ccc2nc(C(C)O)[nH]c2c1 (stereo not drawn) | 0% | 0% | 7% | 0.8 | 1.3% | 4% | i | -8% | 21%
O=C(Nc1ccccc1)OCCNC(=O)c1ccccc1 | 11% | -12% | 3% | 0.6 | 0.2% | 5% | i | 4% | .
COc1cc2c(=O)n(CCc3ccccc3)c(=O)n(CC(=O)Nc3ccccc3)c2cc1OC | -9% | ? | -18% | . | -0.5% | 20% | i | . | ?
CCOc1ccc(C(=O)NCC(=O)OCc2c(F)cccc2Cl)cc1OCC | 7% | 3% | 8% | 2.0 | 3.9% | 7% | i | -15% | -2%
CCCOc1ccc(/C=C/C(=O)N2CCN(c3ccccn3)CC2)cc1 | 12% | 0% | 20% | 1.0 | 0.1% | 4% | i | 4% | 1%
CC(C)CCN1CCN(Cc2cccc3nonc23)CC1CCO (stereo not drawn) | -9% | 12% | -7% | 0.0 | -0.8% | 0% | i | 4% | 10%
O=C(N1CCN=C1SCc1cccnc1)C12CC3CC(CC(C3)C1)C2 | -21% | -9% | 11% | -0.4 | 2.0% | -9% | i | 5% | -28%
CCCCN(C(=O)c1oc2ccc(OCC)cc2c1C)c1c(N)n(CC(C)C)c(=O)[nH]c1=O | 1% | 0% | -4% | 0.1 | 0.4% | 0% | ? | -9% | -5%
COc1cccc(NC(=O)Cn2c(=O)n(-c3ccccc3)c(=O)c3oc4ccccc4c32)c1 | -14% | -5% | -9% | -1.9 | 0.3% | ? | ? | 11% | 10%
CCN(CC)S(=O)(=O)c1ccc(C(=O)NC(=S)N2CCN(c3ccccc3O)CC2)cc1 | -16% | -22% | . | -0.9 | 3.5% | . | i | 8% | .
COc1cc(OC)cc(C(=O)NCC(=O)OCC(=O)N2c3ccccc3NC(=O)C2(C)C)c1 | -81% | 8% | -12% | 1.1 | -0.8% | 3% | i | -2% | 5%
CNC(=O)OCc1nc(SSC(C)(C)C)n(C)c1COC(=O)NC | -77% | 11µM* | ? | -5.4 | ? | -5% | . | -2% | ?
CCC(C)[C@H](NC(=O)N1CC(=O)Nc2ccccc21)C(=O)N[C@H](Cc1ccccc1)C(=O)O (stereo partly drawn) | 11% | 5% | 6% | -0.1 | 0.4% | 12% | i | -1% | -7%
O=C(Cc1csc2ccccc12)NCc1ccccc1F | -23% | . | . | . | 5.7% | 13% | . | . | ?
Cc1cccc(C)c1NC(=O)CSCC(=O)c1ccc(O)c(O)c1 | -20% | -13% | -3% | -1.3 | 2.0% | ? | i | 2% | -13%
COc1ccc(Cc2nc(-c3ccc(-n4cccc4)cc3)no2)cc1 | -10% | 17% | 3% | -1.5 | -0.8% | 7% | i | 6% | ?
O=[N+]([O-])c1ccc(C2CNC(c3ccccc3)O2)cc1 (stereo not drawn) | 4% | 0% | 1% | 1.8 | 0.8% | -5% | i | 10% | 2%
C/C(=N\NC(=O)c1ccoc1C)c1ccccc1 | -14% | 27% | 13% | -3.4 | 1.7% | -1% | i | 9% | ?
Cn1c(SCC(=O)NC2CCS(=O)(=O)C2)nc2ccccc21 (stereo not drawn) | 3% | -3% | -3% | 0.0 | -0.6% | 6% | i | 2% | -22%
CN(CC(=O)Nc1ccccc1[N+](=O)[O-])Cc1ccc(Br)cc1 | 5% | 2% | -14% | -0.9 | 2.5% | 4% | i | -1% | -5%
Cc1cc(=O)cc(C)n1-c1ccc(O)cc1 | -2% | 3% | -20% | -2.2 | -0.6%[9.22 µM] | 1% | i | 3% | -1%
O=C(NCc1ccccc1)/C(=C/c1ccc(OC(F)F)cc1)c1ccccc1 | -24% | 0% | 0% | -0.7 | 9.8% | 9% | i | -2% | ?
CC(=O)OCc1ccccc1Sc1ccccc1C(=O)NCc1ccccc1 | -51% | 0% | 11% | -4.4 | -0.4% | 5% | i | 10% | 9%
CS(=O)(=O)N1CCCC(C(=O)NCCCN2CCOCC2)C1 (stereo not drawn) | -5% | 0% | 1% | 0.6 | -0.9% | 3% | i | 6% | 7%
Cc1csc(N/N=C/c2ccccc2F)n1 | -2% | -5% | 44%[activator] | -1.7 | ? | 2% | i | 7% | ?
Cc1nc(=O)c(-c2ccccc2)c(C)n1CC1CCCO1 (stereo not drawn) | -2% | 1% | -6% | 1.4 | -0.3% | -5% | i | 4% | 1%
O=c1[nH]c(-c2ccccn2)nc2sc(-c3ccccc3)cc12 | 2% | ? | ? | 1.1 | ? | ? | . | -2% | 1%
O=C(NCCc1nnc2ccc(N3CCCC3)nn12)c1ccccc1 | -16% | 1% | 0% | -0.4 | 0.6% | 2% | i | 22% | 0%
CCc1nc2ccc(C(=O)NCCCN3CCCC3=O)cn2c1N(CC)CCOC | 0% | 42%[activator] | 8% | -0.5 | -0.6%[9.22 µM] | . | i | 5% | .
Cc1cccc(Cn2cc3c(=O)n(CC(=O)Nc4ccc(C)c(F)c4)nc-3c3cc(F)ccc32)c1 | -17% | -23% | -3% | . | -1.5% | 0% | i | . | 28%
CC(=O)N1CCC2(CC1)C(C#N)=C(N)Oc1c2sc2nc(C)cc(C)c12 | -24% | 4% | 13% | -1.5 | 2.6% | -12% | i | 3% | 6%
COc1ccccc1CNC(=O)C(=O)NCC1OCCCN1S(=O)(=O)c1cccs1 (stereo not drawn) | 1% | 55%[activator] | 0% | -0.3 | -0.3% | -2% | i | 4% | -5%
CSc1cccc(NC(=O)c2ccc(NC3=NC4CS(=O)(=O)CC4S3)cc2)c1 (stereo not drawn) | 0% | -2% | -20% | -2.4 | -0.1% | -12% | i | 3% | -8%
O=C(c1ccco1)N1CCN(S(=O)(=O)N2CCOCC2)CC1 | -32% | 13% | 1% | -0.6 | -0.5% | 3% | i | 9% | -11%
COc1cc(CNc2ccc(N3CCN(C(C)=O)CC3)cc2)ccc1OCc1ccccc1 | 0% | ? | 7% | -2.6 | 12% | ? | i | -2% | ?
O=C1Nc2ccccc2SC1c1ccccc1Cl (stereo not drawn) | -17% | -10% | -24% | -0.9 | -0.1% | -5% | i | 4% | -2%
CS(=O)(=O)Nc1cccc2[nH]ncc12 | -132% | -16% | 0% | 3.1 | 0.2% | 8% | i | 4% | 1%
CCOC(=O)CC(=O)CSc1nc2ccccc2c(=O)n1-c1ccc(C(=O)NCCOC)cc1 | 2%&4% | -10%&-8% | -6% | -0.8 | 0.1%&-0.1% | -11%&1% | i | 0% | -19%
COC(=O)CNC(=O)COC(=O)C(Cc1ccccc1)NC(=O)c1ccco1 (stereo not drawn) | -20% | 1% | -3% | 1.2 | -0.2% | -3% | i | -10% | 14%
O=C(NCc1cccnc1)c1cc(C2CCCCN2S(=O)(=O)c2cccs2)on1 (stereo not drawn) | -30% | -18% | -6% | 0.4 | 1.8% | . | i | 4% | .
COc1ccc(CCNC(=O)c2cc3ccccc3oc2=O)cc1 | 2% | -8% | -4% | -0.9 | 2.4% | -8% | ? | -1% | 6%
COc1cc(C#Cc2c(-c3cncn3C)n(C)c3ccc(-c4ccc(OC)nc4)cc23)cc(OC)c1 | -30% | ? | 28µM* | 0.4 | 6.3% | 14% | ? | 9% | -20%
COc1cccc(NC(=O)CNCc2ccccc2)c1 | -8% | -3% | . | -2.9 | 6.8% | -4% | i | 0% | -7%
COc1ccc(C2N(c3ccccc3)C(=S)N3CCCN23)cc1 (stereo not drawn) | 6% | 2% | 11% | 0.3 | 0.5% | -1% | i | -9% | 15%
